# TRPC4 PAM = positive allosteric modulators of TRPC4, primary screen, cell-based, mouse TRPC4beta, HEK293 mu-opioid, Fluo-4 calcium; Short transient receptor potential channel 4 (Mus musculus), Q9QUQ5; DAMGO EC20, Fluo-4 Ca2+ flux; hits give high values; B-score at 10 µM; actives 0.42% (n = 310,000);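 active = B-score of calcium response area above 5 SD of library B-scores, with initial fluorescence ratio within 5 SD of library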;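 note: B-score of integrated fluorescence ratio over time as area under calcium response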
# TRPC4 inh = inhibitors of mouse TRPC4 channel, primary screen, Fluo4 calcium, HEK293 TRPC4beta/mu-opioid cells | DAMGO-evoked Fluo4 calcium flux; hits give low values | AID 2247, 2010 | actives 0.39% (n = 300,000) | B-score at 10 µM;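 active = B-score over 3 SD under the library average, no early fluorescence shift, positive overall ratio signal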
#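 Assay system: HEK293 cells with stable TRPC4beta plus mu-opioid receptor expression; Probe or stimulus: DAMGO in two steps, submaximal then maximal; Dosing: single-point compound dosing; Measured by: Fluo4 calcium-dye fluorescence, kinetic read; Read-out basis: B score from integrated Fluo4 fluorescence ratio.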
# KCNK9 block = KCNK9 potassium channel inhibitors, primary screen, HEK293 cells, thallium flux; FluxOR thallium flux fluorescence; hits give low values; B-score at 10 µM; Potassium channel subfamily K member 9 (Homo sapiens), Q9NPC2; actives 1.2% (n = 310,000);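 active = ratio B-score over 3 SD below the library mean, with starting fluorescence within 5 SD of its mean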;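 note: negative B-score means less thallium flux so channel inhibition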
# PolyA inhibitor = polyadenylation inhibitors in yeast reporter cells, primary screen, luminescence, S. cerevisiae; S. cerevisiae SKY197-pL101 polyadenylation reporter, beta-gal luminescence; efflux-impaired pdr1/pdr3 knockout yeast; score 100 = 6 SD above DMSO; calls only at 12 µM; actives 0.02% (n = 300,000);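 active = lowest replicate activity score at least 50, where 100 means six control SD above control mean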;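 note: yeast exposed to compound for 9 h at 30 °C; higher score means more reporter readthrough which indicates perturbed polyadenylation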
# TRPC4 agonist = activators of mouse TRPC4 channel, primary screen, Fluo4 calcium, HEK293 TRPC4beta/mu-opioid cells; AID 2237, 2010; actives 0.49% (n = 310,000); Short transient receptor potential channel 4 (Mus musculus), Q9QUQ5; B-score at 10 µM; Fluo4 calcium fluorescence; hits give high values;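 active = B-score above 5 SD of library B-scores, and initial fluorescence ratio not above library mean plus 5 SD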;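 note: positive B-score marks a calcium rise read as TRPC4 activation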
#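 Technique: kinetic Fluo4 calcium fluorescence; Test system: TRPC4beta and mu-opioid receptor HEK293 stable cells; Measure: B-scored integrated calcium fluorescence ratio; Benchmarks: low control buffer alone, high control maximal DAMGO; Schedule: 45 min room-temperature Fluo4 loading, 110 s read.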
# KCNK3 inh = human KCNK3 channel inhibitors, primary screen, CHO cells, FluxOR thallium flux, B-score; Potassium channel subfamily K member 3 (Homo sapiens), O14649; FluxOR fluorescence; hits give low values; B-score at 10 µM; actives 0.84% (n = 340,000); AID 602410, 2012;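 active = B-score under library mean minus 4 SD, starting fluorescence ratio at most library mean plus 5 SD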;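 note: more negative B-score means stronger inhibition of thallium flux through KCNK3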
# KCNQ1 inh = inhibitors of human KCNQ1 channel, primary screen, cell-based, thallium flux, high-throughput; AID 2642, 2010; B-score at 10 µM; CHO-K1 KCNQ1, FluxOR thallium flux fluorescence; hits give high values; actives 1.3% (n = 310,000);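 active = compounds whose thallium flux B-score, printed positive for inhibition, exceeds three library SD while starting fluorescence stays within three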;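 note: channel opened by potassium depolarization with thallium stimulus after 20 min compound exposure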
# Dyrk1A ADPGlo = rat Dyrk1A kinase inhibitors, primary screen, biochemical, single point, plate reader. inhibition, % at 12.5 µM. actives 0.43% (n = 310,000). Dual specificity tyrosine-phosphorylation-regulated kinase 1A (Rattus norvegicus), Q63470. ADP-Glo luminescence, NFATc1 peptide; in the data active = inhibition above about 50%;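 note: plate controls were vehicle with enzyme for no effect and no enzyme for full effect; many of its hits are not listed in these tables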
# hERG rescue = hERG rescue from dofetilide block, primary screen, cell-based, CHO-hERG, FluxOR thallium flux, dofetilide IC70; Voltage-gated inwardly rectifying potassium channel KCNH2 (Homo sapiens), Q12809; dofetilide IC70 present; activation (rescue from dofetilide block), less the hit threshold, % at 10 µM; actives 0.51% (n = 310,000); AID 1511, 2009;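 active = activation above the mean of controls blocked by dofetilide plus 5 SD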;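 note: thallium influx through hERG after potassium depolarization seen as dye fluorescence rise; in these data hits start at about 4.7%; inactives centre near -7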
# Target sequence (Q12809 whole entry, looked up): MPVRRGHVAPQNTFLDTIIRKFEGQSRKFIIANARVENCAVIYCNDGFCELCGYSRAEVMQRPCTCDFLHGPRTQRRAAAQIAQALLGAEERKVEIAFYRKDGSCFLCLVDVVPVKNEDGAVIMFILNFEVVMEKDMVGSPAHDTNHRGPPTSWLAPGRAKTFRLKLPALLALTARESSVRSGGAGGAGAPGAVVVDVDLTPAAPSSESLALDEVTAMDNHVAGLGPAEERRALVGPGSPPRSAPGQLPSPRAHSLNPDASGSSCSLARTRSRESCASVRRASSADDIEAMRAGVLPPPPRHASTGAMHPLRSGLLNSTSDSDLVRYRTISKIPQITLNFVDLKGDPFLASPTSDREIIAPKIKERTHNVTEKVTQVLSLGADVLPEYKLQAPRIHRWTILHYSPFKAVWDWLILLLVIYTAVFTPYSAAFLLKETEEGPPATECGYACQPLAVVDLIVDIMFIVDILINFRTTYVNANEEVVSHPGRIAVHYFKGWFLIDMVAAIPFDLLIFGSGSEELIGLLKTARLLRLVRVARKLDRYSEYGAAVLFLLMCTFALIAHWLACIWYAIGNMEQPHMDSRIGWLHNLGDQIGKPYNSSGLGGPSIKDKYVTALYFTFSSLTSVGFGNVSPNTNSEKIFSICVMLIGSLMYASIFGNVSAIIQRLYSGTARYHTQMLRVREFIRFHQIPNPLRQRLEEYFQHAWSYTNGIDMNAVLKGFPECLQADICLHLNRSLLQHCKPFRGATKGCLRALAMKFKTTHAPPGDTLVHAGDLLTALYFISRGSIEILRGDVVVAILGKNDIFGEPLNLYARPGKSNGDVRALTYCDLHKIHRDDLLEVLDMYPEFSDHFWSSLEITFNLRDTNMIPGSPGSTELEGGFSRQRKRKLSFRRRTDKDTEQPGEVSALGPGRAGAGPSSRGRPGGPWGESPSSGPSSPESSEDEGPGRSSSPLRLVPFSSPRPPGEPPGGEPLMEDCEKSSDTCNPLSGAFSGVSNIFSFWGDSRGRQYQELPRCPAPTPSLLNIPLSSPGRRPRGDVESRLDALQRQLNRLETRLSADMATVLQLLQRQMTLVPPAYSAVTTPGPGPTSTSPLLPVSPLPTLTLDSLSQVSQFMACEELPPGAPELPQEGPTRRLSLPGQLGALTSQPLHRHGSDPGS
# KCNQ1 pot = potentiators or activators of KCNQ1 channel, primary screen, cell-based, thallium flux, high-throughput; Potassium voltage-gated channel subfamily KQT member 1 (Homo sapiens), P51787; CHO-K1 KCNQ1, thallium flux FluxOR fluorescence; hits give high values; AID 2648, 2010; actives 0.35% (n = 310,000); B-score at 10 µM;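 active = fluorescence ratio B-score, a plate-corrected score, at least three library SD, with initial intensity B-score within 5 SD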
#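 Assay system: stable KCNQ1 CHO-K1 line; medium: assay buffer, equal DMSO in all wells; timing: 90 min dye loading and 20 min compound exposure, both at room temperature; technique: kinetic FluxOR thallium fluorescence, 10-s 1-Hz baseline, 110-s post-stimulus read; read-out basis: B score of baseline-normalized fluorescence ratio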
# Platelet DG rel = inhibitors of platelet dense granule secretion, primary screen, cell-based, MLPCN, human platelets | human platelet-rich plasma, SFLLRN dense granule ATP release, luminescence | inhibition, %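 (compounds screened at 7.5 µM in platelet-rich plasma)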 | actives 0.22% (n = 300,000);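 active = mean replicate score, as percent of positive control, at or above 50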
# Active calls of the source: *; i = inactive; . = no result given.
# Start of the listing, in advance (6 entries):
molecule	TRPC4 PAM	TRPC4 inh	KCNK9 block	PolyA inhibitor	TRPC4 agonist	KCNK3 inh	KCNQ1 inh	Dyrk1A ADPGlo	hERG rescue	KCNQ1 pot	Platelet DG rel
CCCN1CCC(NC(=O)CCc2nnc(-c3ccccc3)o2)CC1	i	i	i	i	i	i	i	-8.7	-14.2	i	-1.0
COc1ccc(-c2nnc3sc(-c4ccccn4)nn23)cc1	i	i	i	i	i	.	i	.	-9.8	i	1.9
CCCc1nnc(NC(=O)C2CC(=O)N(C3CCCC3)C2)s1 (configuration not stated)	i	i	i	i	i	i	i	-2.5	-3.3	i	-7.9
COc1ccc(C(=O)C2CCCN(C(=O)c3cc(C)nc(C)n3)C2)cc1OC (configuration not stated)	i	i	i	i	i	i	i	5.3	-0.6	i	0.0
c1coc(Cn2c(SCc3nc4ccccc4[nH]3)nnc2-c2cnccn2)c1	i	i	i	i	i	i	i	4.3	-10.6	i	4.3
O=C(NCCC1=CCCCC1)c1ccc(Cl)c([N+](=O)[O-])c1	i	i	i	.	i	i	i	0.4	-12.9	i	-0.2

# Results (from the top)
molecule	TRPC4 PAM	TRPC4 inh	KCNK9 block	PolyA inhibitor	TRPC4 agonist	KCNK3 inh	KCNQ1 inh	Dyrk1A ADPGlo	hERG rescue	KCNQ1 pot	Platelet DG rel
CCCN1CCC(NC(=O)CCc2nnc(-c3ccccc3)o2)CC1	i	i	i	i	i	i	i	-8.7	-14.2	i	-1.0
COc1ccc(-c2nnc3sc(-c4ccccn4)nn23)cc1	i	i	i	i	i	.	i	.	-9.8	i	1.9
CCCc1nnc(NC(=O)C2CC(=O)N(C3CCCC3)C2)s1 (configuration not stated)	i	i	i	i	i	i	i	-2.5	-3.3	i	-7.9
COc1ccc(C(=O)C2CCCN(C(=O)c3cc(C)nc(C)n3)C2)cc1OC (configuration not stated)	i	i	i	i	i	i	i	5.3	-0.6	i	0.0
c1coc(Cn2c(SCc3nc4ccccc4[nH]3)nnc2-c2cnccn2)c1	i	i	i	i	i	i	i	4.3	-10.6	i	4.3
O=C(NCCC1=CCCCC1)c1ccc(Cl)c([N+](=O)[O-])c1	i	i	i	.	i	i	i	0.4	-12.9	i	-0.2
COc1ccc(S(=O)(=O)N2CCN(C)CC2)cc1NC(=O)c1ccccc1	i	i	i	i	i	i	i	1.6	-6.9	i	3.5
O=C(c1ccco1)N1CCN(C(=O)c2ccc(COc3ccc(F)cc3)o2)CC1	i	i	i	i	i	i	i	18.8	-7.9	i	60.5*
CCOC(=O)N1CCN(CC(O)COC2CC(C)CCC2C(C)C)CC1 (configuration not stated)	i	i	i	i	i	i	i	1.8	-5.3	i	0.3
O=[N+]([O-])c1ccccc1S(=O)(=O)Nc1cccc(-c2ccc(N3CCCC3)nn2)c1	i	i	i	i	i	i	i	-7.0	-2.1	i	17.4
Cc1cc(O)c(C(=O)/C=C/c2ccc(C(C)C)cc2)c(=O)o1	i	i	i	i	i	i	i	-1.4	-10.4	i	-5.2
COc1cc(SC)ccc1C(=O)Nc1nccs1	i	i	i	i	i	i	i	30.5	-7.1	i	6.8
O=c1c(CO)cc(CO)cc(CO)c1O	i	i	i	i	i	i	i	-6.8	-4.5	i	3.5
CCN(CC)C(=O)CSc1nc(O)cc(=O)n1CC	i	i	i	i	i	i	i	-1.0	-7.1	i	-7.5
CCOc1ccc(NC(=S)NCC(c2cccnc2)N2CCOCC2)cc1 (configuration not stated)	i	i	i	i	i	i	i	2.5	-5.1	i	-4.7
COc1cc(NC(=O)C2=CC(c3ccc(C)cc3)=NS(=O)(=O)N2C)cc(OC)c1OC	i	i	i	i	i	i	i	19.3	-7.8	i	-1.9
CCN(CC)CCOc1cccc(C(C)C)c1	i	i	i	i	i	i	i	2.1	-2.7	i	-0.5
O=C(CSc1nncs1)N1c2ccccc2Sc2ccccc21	i	i	i	i	i	i	i	-8.5	-5.2	i	-3.6
C#CCSc1ncc(S(=O)(=O)c2ccccc2)c(=O)[nH]1	i	i	i	i	i	i	i	-3.5	-2.9	i	12.1
O=C(c1cc(Cl)ccc1[N+](=O)[O-])n1cnc2ccccc21	i	i	i	i	i	i	i	-1.4	-9.0	i	3.6
O=C(O)/C=C/C(=O)NC1CC1	i	i	i	i	i	i	i	-2.0	-6.2	i	-16.7
CS(=O)(=O)N1CCc2cc(C(=O)Nc3ccccc3)ccc21	i	i	i	i	i	i	i	5.4	-12.7	i	-12.4
CC1CC(C)CN(CCCNC(=O)c2ccc3nc(N4CCOCC4)sc3c2)C1 (configuration not stated)	i	i	i	i	i	i	i	1.8	-8.9	i	-17.2
CN(C)CC(O)COc1cc2ccccc2cc1C(=O)N1CCCCC1 (configuration not stated)	i	i	i	i	i	i	i	-0.5	-4.0	i	-1.0
C=CCC(=O)NC1CCCc2c1cnn2-c1cc(F)cc(F)c1 (configuration not stated)	i	i	i	i	i	i	i	-6.9	-1.3	i	6.5
CC(=O)Nc1cccc(NC(=O)c2ccc3[nH]c(C)c(C)c3c2)c1	i	i	i	i	i	i	i	5.2	-12.8	i	-1.5
O=c1c2c3c(sc2n(CCN2CCCC2)c(=O)n1Cc1ccco1)CCCCC3	i	i	i	i	i	i	i	-8.4	-8.2	i	-2.8
C=CCNC(=O)O/N=C/c1csc([N+](=O)[O-])c1	i	i	i	i	i	i	i	6.1	-3.7	i	-26.3
O=C(c1cc(C2CC2)on1)N1CCOCC1	i	i	i	i	i	i	i	-2.0	-6.3	i	-0.4
O=c1c(Cc2ccc(F)cc2)c(O)ccn1CCCN1CCOCC1	i	i	i	i	i	i	i	6.6	-1.7	i	-1.7
O=C(O)CC(CNS(=O)(=O)c1ccccc1)c1ccccc1 (configuration not stated)	i	i	i	i	i	i	i	0.9	-10.7	i	2.8
O=C(CN1CCOCC1)Nc1ncc(Cc2ccccc2Cl)s1	i	i	i	i	i	i	i	8.5	-1.0	i	6.2
O=C(CSCc1c(F)cccc1Cl)Nc1ccccc1C(=O)N1CCOCC1	i	i	i	i	i	i	i	-12.6	-7.1	i	6.6
COC(=O)c1ccc2[nH]ccc2c1	i	i	i	i	i	i	i	-2.7	-6.6	i	2.4
CCc1ccccc1NC(=O)CSc1nc2ccccc2nc1N1CCOCC1	i	i	i	i	i	i	i	-8.2	-14.6	i	10.4
COc1ccc(Cl)cc1NC(=O)c1ocnc1C	i	i	i	i	i	i	i	-2.6	-8.0	i	-1.1
Cc1ccc2oc3nc(C)c(C(=O)O)cc3c(=O)c2c1	i	i	i	i	i	i	i	7.7	-6.9	i	.
CC(=O)c1ccc(-c2ccc(C(=O)N3CCN(c4ccc(F)cc4)CC3)o2)cc1	i	i	i	i	i	i	i	3.4	-21.9	i	-1.8
Cc1cccc(NC(=O)c2ccc(S(=O)(=O)N3CCCC3)cc2)c1C	i	i	i	i	i	i	i	15.8	-4.1	i	23.9
CCNC(=O)CC1C(=O)N(c2ccc(F)cc2)C(=O)N1Cc1cccs1 (configuration not stated)	i	i	i	i	i	i	i	-2.0	-14.9	i	13.0
O=C(Nc1ccc2c(c1)OCCO2)C(=S)NCc1ccccc1	i	i	i	i	i	i	i	.	-4.0	i	-2.7
O=C(COc1ccccc1Cl)N1CCN(c2ccc([N+](=O)[O-])c(N3CCOCC3)c2)CC1	i	i	i	i	i	i	i	3.3	-4.3	i	-7.2
Cc1cccc(C(=O)NN/C=C/C(=O)c2ccccc2)c1	i	i	i	i	i	-9.05*	i	0.8	-6.1	i	9.5
O=C(CCCN1C(=O)[C@H]2CC=CC[C@H]2C1=O)NCc1nc(-c2ccccc2)no1	i	i	i	i	i	i	i	6.0	-8.4	i	-13.4
CN(Cc1cccnc1)C(=O)c1cc(COc2ccc3c(c2)CCCC3)on1	i	i	i	i	i	i	7*	0.9	-20.8	i	8.7
COc1ccccc1OCCNC(=O)c1ccc(C)c(S(=O)(=O)N2CCOCC2)c1	i	i	i	i	i	i	i	-9.1	-11.2	i	11.1
COc1cccc(N(CC(=O)N2CCCCCC2)S(C)(=O)=O)c1	i	i	i	i	i	i	i	18.6	-4.0	i	-12.8
Cc1cc(C)cc(N(C(=O)C(F)(F)F)C(C(=O)NC2CCCCC2)c2cccs2)c1 (configuration not stated)	i	i	i	i	i	i	i	-1.1	-8.1	i	-0.4
Cc1ccc(N(C(C)C(=O)Nc2ccc(S(=O)(=O)N3CCOCC3)cc2)S(C)(=O)=O)cc1 (configuration not stated)	i	i	i	i	i	i	i	5.3	-13.0	i	3.5
COc1ccc(NC(=O)N(CCC(C)C)C(C)c2ccccn2)c(OC)c1 (configuration not stated)	i	i	i	i	i	i	i	-2.1	-10.1	i	9.4
CN1CC(=O)NC1=NC(=O)c1cc(F)c(F)cc1Cl	i	i	i	i	i	i	i	1.4	-3.6	i	-2.4
Cc1ccc(CCSc2ccc(F)cc2)cn1	i	i	i	i	i	i	i	.	-5.0	i	-5.1

# Screening results (PubChem)

# The list is partial (hit frequency here may not be typical).
